# UHRF1 binding – blocks human UHRF1 binding to methylated DNA. Q96T88. 0.75% of 370,000 active. inhibition, % at 4.4 µM. UHRF1 binding to methylated oligo, TR-FRET. AID 687016; in the data active = inhibition above about 21%;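 also: UHRF1 SRA domain binding a hemimethylated CpG hairpin DNA probe; 0% = median of test compound wells and 100% = reference inhibitor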
# Target sequence (Q96T88 whole entry, looked up, the tested form may be a part): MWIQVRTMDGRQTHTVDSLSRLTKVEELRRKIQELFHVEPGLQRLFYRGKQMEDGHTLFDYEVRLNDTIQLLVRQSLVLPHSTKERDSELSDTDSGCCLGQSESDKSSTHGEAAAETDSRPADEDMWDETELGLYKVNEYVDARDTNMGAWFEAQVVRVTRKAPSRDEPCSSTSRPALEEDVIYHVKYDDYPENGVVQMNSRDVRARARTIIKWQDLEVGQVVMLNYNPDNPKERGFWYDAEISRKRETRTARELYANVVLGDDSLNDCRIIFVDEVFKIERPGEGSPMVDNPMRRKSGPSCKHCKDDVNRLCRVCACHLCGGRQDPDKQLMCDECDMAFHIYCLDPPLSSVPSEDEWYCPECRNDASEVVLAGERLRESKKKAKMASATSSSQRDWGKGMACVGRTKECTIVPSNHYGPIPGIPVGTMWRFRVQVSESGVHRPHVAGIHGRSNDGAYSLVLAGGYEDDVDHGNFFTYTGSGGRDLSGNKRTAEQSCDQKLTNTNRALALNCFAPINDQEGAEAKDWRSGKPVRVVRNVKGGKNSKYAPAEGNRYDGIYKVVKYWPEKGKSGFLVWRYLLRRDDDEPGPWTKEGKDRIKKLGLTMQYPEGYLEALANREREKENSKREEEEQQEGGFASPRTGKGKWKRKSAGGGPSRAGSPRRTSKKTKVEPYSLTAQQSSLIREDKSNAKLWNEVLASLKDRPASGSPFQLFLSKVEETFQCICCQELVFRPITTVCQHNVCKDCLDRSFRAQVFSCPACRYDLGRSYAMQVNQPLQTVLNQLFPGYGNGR
# MBD2 DNA inh – inhibitors of human MBD2 binding to methylated oligonucleotide. Q9UBB5. TR-FRET. inhibition, % at 4.4 µM. 0.31% of 370,000 active. AID 686964; in the data active = inhibition above about 13%
# LEDGF integ inh – blocks HIV-1 LEDGF/p75-dependent DNA integration; 0.64% of 370,000 active; inhibition, % at 3.7 µM; TR-FRET IN-LEDGF/p75 DNA integration, Eu/Cy5;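 active = inhibition above the screen-wide mean plus 3 SD, cut at about 13% in these data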;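 also: signal is the Cy5 over europium emission ratio at 671 and 618 nm; 0% = plate median of compound wells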
# PRMT1 inh – blocks human protein arginine methyltransferase 1 | Q99873 | inhibition, % at 2.79 µM | recombinant PRMT1, activity-based probe fluorescence polarization | AID 652257 | 1.3% of 370,000 active;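 active = inhibition above about 21% made by adding two undisclosed values, limit read from the data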
# Tn7 DDE FP – disrupts Tn7 cyclic peptide binding to fibrin D-Dimer-E complex; P02675; FP displacement of FITC-Tn7 peptide from fibrin DD(E); 0% = median of compound wells per plate; inhibition, % at 8.3 µM; 0.13% of 370,000 active;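 active = inhibition above the mean of compounds falling within the control limits plus 3 SD of them, cut at about 14% in these data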;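 also: 0% = plate median of compound wells and 100% = 10 µM Aha-Tn7 peptide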
#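 Test system – human fibrin DD(E) · Times – 10 min preincubation, 3 h with tracer, room temperature · Detection – fluorescence polarization of the labelled Tn7 tracer · Measure – percent inhibition normalized to high-control wells · Benchmarks – high control wells with 10 µM unlabelled Aha-Tn7 peptide (full inhibition) · Repeats – singlicate testing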
# DDE Tn6 FP inh – inhibitors of Tn6 peptide binding to human fibrin DD(E); 0.21% of 370,000 active; inhibition, % at 8.3 µM; P02675; Fibrin DD(E) TRITC-Tn6 fluorescence polarization displacement;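 active = inhibition above a per-campaign cutoff: mean of compounds within control limits plus 3 SD, cut at about 15% in these data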;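 also: 0% = median of all compound wells on the plate and 100% = blocking peptide control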
# TCR CD3 inh – inhibitors of human TCR-CD3 interaction. 0.37% of 360,000 active. inhibition, % at 9.4 µM. TAMRA-labeled TCR probe fluorescence, biochemical; in the data active = inhibition above about 19%;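 also: recombinant mutant TCR 2C K166C tagged with TAMRA read by polarization; 0% = receptor in buffer alone and 100% = receptor with positive control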
# TDP2 absorb – blocks human TDP2 phosphodiesterase activity. recombinant TDP2, T5PNP hydrolysis, p-nitrophenol absorbance 415 nm. inhibition, % at 12.8 µM. 0.34% of 370,000 active. AID 720702;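 active = inhibition above the mean of all tested compounds plus 3 SD, set per campaign, cut at about 25% in these data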;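 also: 0% = DMSO with enzyme and 100% = buffer with substrate but no TDP2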
#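 Incubation: 2 h at 37 °C; Test system: recombinant human TDP2; Quantity: enzyme 120 nM; Read-out basis: percent inhibition; Medium: 50 mM Tris-HCl pH 7.5 with Mg2+, KCl, DTT, BSA; Repeats: single replicate; Compound: 12.8 µM single point, 1% DMSO; Signal: epi absorbance; Reagent: 5 mM T5PNP chromogenic substrate; Benchmarks: no-enzyme high, DMSO-plus-enzyme low.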
# KLK7 zymogen act – proKLK7 (human) activation, primary screen | P49862 | purified proKLK7, EDANS-DABCYL substrate fluorescence; 100% is mature enzyme control, 0% vehicle | activation, % at 7 µM | 0.9% of 370,000 active | AID 652039;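 active = activation above the mean of all tested compounds plus 3 SD, computed per campaign excluding outliers beyond control limits, cut at about 13% in these data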
# Target sequence (P49862 whole entry, looked up): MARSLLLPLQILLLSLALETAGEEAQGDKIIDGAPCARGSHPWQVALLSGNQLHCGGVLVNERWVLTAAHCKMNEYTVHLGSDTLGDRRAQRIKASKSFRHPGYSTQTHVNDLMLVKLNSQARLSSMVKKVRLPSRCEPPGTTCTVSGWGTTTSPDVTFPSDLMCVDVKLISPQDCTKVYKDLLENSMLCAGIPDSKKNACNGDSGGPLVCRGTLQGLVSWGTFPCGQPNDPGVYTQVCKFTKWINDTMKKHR
# SIAE primary – inhibitors of human sialic acid acetylesterase SIAE; Q9HAT2; SIAE FP-Rh probe binding, fluorescence polarization; inhibition, % at 9.66 µM; 0.69% of 370,000 active;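 active = inhibition above a cutoff: mean of compounds within the control limits plus 3 SD of those, cut at about 17% in these data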;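 also: 0% = plate median of compound wells and 100% = probe without SIAE protein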
# * marks the source's active call; other numbers are inactive results; nt = not tested or not shown.
no.	mol	UHRF1 binding	MBD2 DNA inh	LEDGF integ inh	PRMT1 inh	Tn7 DDE FP
1	O=C(CSc1ccc2ccccc2c1)Nn1cnnc1	-5	-5	3	-5	-4
2	CCOC(=O)N1C(=O)NC(=O)C1c1ccccc1 (configuration not stated)	-1	1	1	-2	2
3	c1ccc(SCc2cn3cccnc3n2)nc1	-4	1	-3	2	4
4	COc1cccc(CNc2ccc(Br)cn2)c1O	7	4	3	-1	-14
5	CCN(c1ccccc1)S(=O)(=O)c1ccc(C(=O)Nc2ccc(C)cn2)cc1	2	2	4	-6	-6
6	CCCNC(=O)CCCCn1c(=S)[nH]c2c([nH]c3ccc(OC)cc32)c1=O	8	1	1	0	-5
7	Cc1cc(C(C)c2ccccc2)c(O)c(CN2CCOCC2)c1C (configuration not stated)	-1	-3	-1	-2	6
8	COc1ccc(NC(=O)C2=CC(c3ccc(C)cc3)=NS(=O)(=O)N2C)cc1	0	1	1	4	5
9	CCOC(=O)c1nc2nc(C)cc(=O)n2[nH]1	0	0	1	1	-3
10	COc1ccc(OC)c(N(C(=O)c2snc(C(N)=O)c2N)C(C(=O)NCc2ccccc2)c2ccc(O)cc2)c1 (configuration not stated)	-2	-3	0	-1	-3
11	CCOC(=O)c1csc(NC(=O)c2ccc(OC)c(OC)c2)n1	0	2	-6	0	-3
12	COc1ccc(CCNC(=O)CCCOc2ccc(Cl)cc2)cc1OC	-4	0	-3	-3	1
13	CCN(CC)S(=O)(=O)c1cc(NC(=O)COC(=O)CCC(=O)c2cccs2)ccc1C	3	2	0	2	-3
14	Cc1ccc(NC(=S)N2CC(C)OC(C)C2)cc1C (configuration not stated)	1	-2	1	1	-3
15	N#Cc1c2c(c(NCc3ccco3)n3c1nc1ccccc13)CCC2	-1	-7	3	12	7

no.	DDE Tn6 FP inh	TCR CD3 inh	TDP2 absorb	KLK7 zymogen act	SIAE primary
1	7	1	2	-0.9	0
2	1	4	-4	-0.4	-6
3	-4	-1	11	-3.2	7
4	1	-9	-9	0.4	2
5	5	-2	-6	0.7	-3
6	-6	-2	-5	0.3	3
7	4	-5	2	0.2	7
8	-6	-8	6	12	-8
9	-1	10	4	-0.4	3
10	-2	2	12	-12	-10
11	9	2	9	-0.1	-4
12	2	5	-16	0.2	-4
13	-2	-5	-5	0.4	8
14	4	-2	0	0.0	5
15	-1	-7	8	3.5	2

# An excerpt from above, limited to SIAE primary and KLK7 zymogen act.
cpd	SMILES	SIAE primary	KLK7 zymogen act
6	CCCNC(=O)CCCCn1c(=S)[nH]c2c([nH]c3ccc(OC)cc32)c1=O	3	0.3
9	CCOC(=O)c1nc2nc(C)cc(=O)n2[nH]1	3	-0.4
5	CCN(c1ccccc1)S(=O)(=O)c1ccc(C(=O)Nc2ccc(C)cn2)cc1	-3	0.7
14	Cc1ccc(NC(=S)N2CC(C)OC(C)C2)cc1C (configuration not stated)	5	0.0

# (next part)
no.	mol	UHRF1 binding	MBD2 DNA inh	LEDGF integ inh	PRMT1 inh	Tn7 DDE FP
16	CCCCNC(=O)N1CCN(Cc2cccc(F)c2)CC1	3	8	0	0	-2
17	COc1ccccc1N(C)c1cc2c(c3c1ccn3C)C1CCC2C1 (configuration not stated)	-4	-6	2	1	7
18	O=C(COC(=O)c1ccccc1-c1ccccc1[N+](=O)[O-])c1ccccc1	-3	-2	3	-1	1
19	CC(=O)N/N=C/c1cc(C(C)(C)C)cc(/C=N/NC(C)=O)c1O	-2	3	-10	6	5
20	O=C(O)CC(CC(=O)Nc1nncs1)c1ccccc1 (configuration not stated)	1	1	-1	0	-5
21	C=CCn1c(SCC(=O)N2CCCCC2)nnc1-c1ccncc1	-1	-1	0	1	-2
22	Cc1ccccc1NS(=O)(=O)c1nnc(NC(=O)CC(C)C)s1	-1	0	-3	-1	2
23	COc1ccc(N2C(=O)CSC2c2ccc3c(c2)OCO3)c(OC)c1 (configuration not stated)	-3	3	1	-3	10
24	COC(=O)/C(=C\Nc1cccc(Cl)c1C)c1ncc(C(F)(F)F)cc1Cl	5	3	3	2	5
25	CSc1nncn1/N=C/c1ccc2c(c1)OCO2	-3	-1	-2	-3	-4
26	CC(=O)N1CCN(c2ccc(NC(=O)c3cccc(C)c3)cc2)CC1	-1	0	10	1	8
27	CCCc1c(O)nc(SCCN(CC)CC)[nH]c1=O	-3	4	0	10	3
28	Cc1cc(O)cc(O)c1C=NCc1ccco1	-3	1	7	-2	1
29	OCCNc1nc(NCCC2=CCCCC2)nc(N2CCOCC2)n1	0	-7	1	-3	3
30	CSc1nc2cc(Oc3cccc(Cl)c3Cl)c(Cl)cc2[nH]1	6	2	3	6	0

no.	DDE Tn6 FP inh	TCR CD3 inh	TDP2 absorb	KLK7 zymogen act	SIAE primary
16	-2	-5	-5	-0.5	9
17	-1	2	3	-0.3	8
18	-3	1	-3	0.5	-1
19	1	-6	2	-90	2
20	1	-3	3	0.4	0
21	-4	-4	0	-0.3	-3
22	4	0	4	-0.4	-6
23	-3	3	15	-1.1	2
24	7	-2	-7	-0.4	1
25	1	2	2	0.1	3
26	-4	2	4	0.1	1
27	0	-2	9	0.2	13
28	2	0	-13	1.2	9
29	-1	5	-1	0.0	10
30	-7	-5	-11	0.1	-27

# (further entries)
no.	mol	UHRF1 binding	MBD2 DNA inh	LEDGF integ inh	PRMT1 inh	Tn7 DDE FP
31	CCN(CC)C(=O)C(=O)Nc1cc(C(F)(F)F)ccc1Cl	1	-5	-5	1	6
32	CC(NC(=O)CN1C(=O)NC2(CCCCCCC2)C1=O)c1ccccc1 (configuration not stated)	-3	0	2	-2	-6
33	O=C1c2ccccc2CCCC12N=NCC2c1cccc2ccccc12 (configuration not stated)	1	-6	0	-2	-8
34	CCCCNC(=O)CS(=O)Cc1nc(-c2cccc(Cl)c2)oc1C (configuration not stated)	-1	-2	0	7	-5
35	S=C(Nc1ccc2cn[nH]c2c1)Nc1ccc(Cl)cc1Cl	-6	3	0	3	-3
36	O=C1C[C@@H](O)[C@H](O)c2cccc(O)c21	-7	-6	18*	11	-2
37	COc1cc(/C=C2\N=C(c3c(-c4ccccc4)noc3C)OC2=O)ccc1OC(C)=O	7	-2	2	2	-1
38	CCOCCOC(=O)c1ccc(NC(=O)c2cc(OC)c(OC)c(OC)c2Br)cc1	-4	0	-1	-2	1
39	COc1cccc(N=C2C(=O)N3CCCc4cccc2c43)c1	-13	-14	-3	0	-1
40	O=C(NCc1ccc(F)cc1)c1ccc(CS(=O)(=O)c2ccc(Br)cc2)o1	1	-5	5	-3	-3
41	CCN1C(=O)C2C(c3cccc(F)c3)NC(C)(C(=O)OC)C2C1=O (configuration not stated)	0	2	-2	-4	0
42	CC(C)CN(C(=O)CSc1nnc2ccccn12)C1CCS(=O)(=O)C1 (configuration not stated)	0	2	-2	1	4
43	COc1cccc2c1cc1c(=O)n(CC(=O)NCCCN3CCN(C)CC3)nc(C)n12	-10	-9	3	-3	-10
44	Cc1ccsc1C(=O)NNC(=S)NC1CCCCC1	-2	-1	-5	1	3
45	COc1cccc(-c2cccc3c4c([nH]c23)[C@@H]2C[C@H]3[C@@H](C(=O)N2CC4)[C@H](C)ON3C)c1	0	-5	3	2	-3

no.	DDE Tn6 FP inh	TCR CD3 inh	TDP2 absorb	KLK7 zymogen act	SIAE primary
31	-4	12	-8	0.6	2
32	10	0	-13	0.1	-2
33	4	-3	-4	0.0	-9
34	-3	-4	-1	0.2	17
35	4	4	5	-0.2	0
36	2	nt	2	2.1	-6
37	-9	-3	-5	-0.8	2
38	4	10	2	0.0	-10
39	-1	5	2	-0.1	0
40	-5	4	12	0.1	4
41	3	-3	6	0.0	-1
42	2	8	12	0.2	-1
43	-3	0	-10	60*	10
44	7	-5	-6	-0.2	7
45	-4	5	-2	-0.5	5

# 3 records drawn at random from the list so far:
no.	mol	UHRF1 binding	MBD2 DNA inh	LEDGF integ inh	PRMT1 inh	Tn7 DDE FP
6	CCCNC(=O)CCCCn1c(=S)[nH]c2c([nH]c3ccc(OC)cc32)c1=O	8	1	1	0	-5
40	O=C(NCc1ccc(F)cc1)c1ccc(CS(=O)(=O)c2ccc(Br)cc2)o1	1	-5	5	-3	-3
16	CCCCNC(=O)N1CCN(Cc2cccc(F)c2)CC1	3	8	0	0	-2

no.	DDE Tn6 FP inh	TCR CD3 inh	TDP2 absorb	KLK7 zymogen act	SIAE primary
6	-6	-2	-5	0.3	3
40	-5	4	12	0.1	4
16	-2	-5	-5	-0.5	9

# The list goes on.
no.	mol	UHRF1 binding	MBD2 DNA inh	LEDGF integ inh	PRMT1 inh	Tn7 DDE FP
46	Cc1ccc2nc(SCC(=O)NCc3ccco3)c(C)cc2c1	-2	-5	0	0	-4
47	Nc1ccc2nc(-c3cccs3)[nH]c2c1	-3	0	-8	0	5
48	Cc1csc(NC(=O)CSc2nc(C)cs2)n1	2	3	-1	0	0
49	COc1ccc(CNC(=O)CSc2nc3ccc(C)cc3[nH]2)cc1	0	3	6	0	-7
50	C=CCNCc1ccc(C(=O)NCCCCCCC)cc1[N+](=O)[O-]	-2	-2	1	7	-9
51	COc1ccc(-c2noc(CCCOc3ccc(Cl)cc3Cl)n2)cc1	-1	-1	0	-1	-3
52	CC1(C)CC(=O)c2cnc(NCC3CCCO3)nc2C1 (configuration not stated)	1	-7	0	1	3
53	Cc1ccccc1S(=O)(=O)Oc1ccc2ccc(O)cc2c1	0	0	0	-1	-2
54	Cn1nc([N+](=O)[O-])nc1Oc1ccccc1F	-1	-3	-2	-1	0
55	CCOc1ccc(NC(=S)c2ccc3ccccc3n2)cc1	4	7	0	14	4
56	Cc1noc2ncnc(Sc3ccccc3Cl)c12	15	10	8	1	-1
57	CCN(CC)/C(Sc1ccccc1)=C(\C(Cl)=C(Cl)Cl)[N+](=O)[O-]	3	4	-5	2	5
58	COCCNC(=O)C1(C)CCCN(C(=O)c2ccco2)C1 (configuration not stated)	0	-1	-2	-1	-1

no.	DDE Tn6 FP inh	TCR CD3 inh	TDP2 absorb	KLK7 zymogen act	SIAE primary
46	4	13	7	-0.5	4
47	0	-11	-4	73*	11
48	4	-2	10	0.2	-2
49	-6	9	-8	0.2	1
50	-10	-2	-5	1.6	0
51	4	-3	8	-0.6	-9
52	-1	-10	7	0.0	-2
53	2	-2	3	0.2	2
54	5	0	-9	-0.1	3
55	-8	-9	-5	-0.4	2
56	0	3	17	-0.2	5
57	-4	-5	3	0.2	-2
58	1	-5	3	-0.3	-2

# Screening results deposited in PubChem BioAssay by The Scripps Research Institute Molecular Screening Center.
